rTrxR1 inhibitor: blocks rat thioredoxin reductase 1 | AID 588453 | actives 1% (n = 390,000) | Potency, µM (top dose mostly 114 µM), inactives show top-dose activity change, negative = inhibition, most hits filed as inhibitors | recombinant rTrxR1, NADPH fluorescence consumption, selenite substrate; also: potency is read from the fitted curve at half-maximal effect; % is scaled to controls: 0 for no effect and ±100 for the full control effect; nearly all actives have a fitted effect of over 65% in size
Target sequence (O89049 whole entry, looked up): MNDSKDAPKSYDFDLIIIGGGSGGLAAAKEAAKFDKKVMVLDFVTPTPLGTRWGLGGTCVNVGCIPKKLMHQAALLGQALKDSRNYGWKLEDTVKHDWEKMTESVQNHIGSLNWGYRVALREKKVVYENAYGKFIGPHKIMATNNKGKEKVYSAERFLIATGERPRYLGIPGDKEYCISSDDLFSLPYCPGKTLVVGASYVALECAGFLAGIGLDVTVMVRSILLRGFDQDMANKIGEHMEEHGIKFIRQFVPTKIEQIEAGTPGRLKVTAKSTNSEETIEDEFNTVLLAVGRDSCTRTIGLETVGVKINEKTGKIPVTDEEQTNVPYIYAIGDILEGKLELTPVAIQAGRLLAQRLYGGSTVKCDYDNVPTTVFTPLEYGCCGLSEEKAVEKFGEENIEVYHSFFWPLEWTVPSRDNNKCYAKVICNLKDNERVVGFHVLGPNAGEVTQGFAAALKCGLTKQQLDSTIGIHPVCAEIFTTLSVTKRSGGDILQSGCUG
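Rat TrxR1 (90 nM in the dispensed reagent) was pre-reduced with 400 uM NADPH for 5 min at room temperature, then incubated with compound for 15 min. After 400 uM selenite was added, NADPH fluorescence (Ex 340/Em 450 nm) was followed for 8 min.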
RGS4 inhibitor: human RGS4 inhibition. Potency, µM (top dose mostly 114 µM), inactives show at the highest dose activity change, negative = inhibition, hits mostly inhibitors. actives 0.039% (n = 390,000). Transcreener GDP fluorescence polarization, RGS4-accelerated GTP hydrolysis; also: potency is read from the fitted curve at half-maximal effect; % is scaled to controls: 0 for no effect and ±100 for the full control effect; nearly all actives have a fitted effect of over 75% in size; some results filed as inactive show a strong effect at the top dose
Target sequence (P49798 whole entry, looked up): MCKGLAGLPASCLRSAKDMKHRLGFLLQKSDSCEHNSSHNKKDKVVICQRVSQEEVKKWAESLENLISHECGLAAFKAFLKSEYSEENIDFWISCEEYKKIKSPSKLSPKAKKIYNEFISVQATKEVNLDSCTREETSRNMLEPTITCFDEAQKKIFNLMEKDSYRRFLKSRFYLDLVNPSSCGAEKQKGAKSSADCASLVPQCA
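MLSMR compounds (23 nl, pin-transferred) preincubated 10 min at room temperature with a 500nM (2x) first reagent, then RGS4 at 900nM (2x) plus Transcreener GDP mix added; fluorescence polarization (620/688 nm) read before and after 90 min at 30 °C.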
USP1-UAF1 inh: USP1/UAF1 (human) deubiquitinase inhibition; O94782; recombinant USP1/UAF1, Ub-Rhodamine cleavage fluorescence; Potency, µM (top dose mostly 57.1 µM), for inactives: top-dose activity change, negative = inhibition, hits mostly inhibitors; actives 0.23% (n = 390,000); AID 743255; also: potency is read from the fitted curve at half-maximal effect; % is scaled to controls: 0 for no effect and ±100 for the full control effect; nearly all actives have a fitted effect of over 60% in size; inactives centre near -12
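Step one: compound is pinned into 1nM USP1/UAF1 in HEPES pH 7.8 buffer with TCEP. Step two: 15 min room-temperature incubation. Step three: Ub-Rho (150nM final) starts cleavage, tracked by fluorescence over six one-minute reads.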
Vif-A3G inh: Vif-A3G binding inhibition | Q9HC16 | HeLa A3G-eYFP + Vif (tagged APOBEC3G with the HIV-1 protein that degrades it), YFP fluorescence, overnight | Potency, µM (series often up to 46.1 µM), without a hit: at the highest dose activity, negative = active, actives largely listed as inhibitors | actives 0.076% (n = 410,000) | AID 602310;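 also: potency is read from the fitted curve at half-maximal effect; % is scaled to controls: 0 for no effect and ±100 for the full control effect; nearly all actives have a fitted effect of over 60% in size; hits raise eYFP signal because A3G escapes Vif-driven loss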
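HeLa cells stably expressing Vif and C-terminally eYFP-tagged A3G, seeded overnight at 37 deg C, then exposed to compound by pintool overnight at 37 deg C. Rise in yellow fluorescence (Ex 488/Em 500-530, Acumen) marks blocked Vif-driven A3G degradation.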
IDH1 R132H inh: blocks human mutant IDH1 R132H enzyme; Potency, µM (doses to about 76.6 µM), inactives show top-dose activity change, negative = inhibition, hits mostly inhibitors; O75874; actives 0.093% (n = 390,000); IDH1-R132H enzyme, NADPH consumption, diaphorase/resazurin fluorescence; also: potency is read from the fitted curve at half-maximal effect; % is scaled to controls: 0 for no effect and ±100 for the full control effect; nearly all actives have a fitted effect of over 65% in size
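IDH1-R132H (0.5 ug/mL) preincubated 30 min with compound, then NADPH (0.016 mM) and alpha-KG (2 mM) added; 80 min at RT, pH 7.5. Remaining NADPH coupled via diaphorase/resazurin to fluorescence (540/590 nm); concentration-response curves normalized to no-enzyme control.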
TrxR1 substrate: rat thioredoxin reductase 1 substrate activity | Potency, µM (doses to about 114 µM), inactives show at the highest dose activity change, negative = substrate turnover | actives 0.01% (n = 390,000) | purified TrxR1 substrate turnover, NADPH consumption readout | O89049; also: potency is read from the fitted curve at half-maximal effect; % is scaled to controls: 0 for no effect and ±100 for the full control effect; nearly all actives have a fitted effect of over 50% in size
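Rat TrxR1, dispensed at 90 nM, was prereduced with 400 uM NADPH (final) for 5 min at ~22 deg C, then incubated with compound 15 min before 400 uM selenite. A first-read NADPH fluorescence drop versus no-compound background flagged substrates.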
Glioma ERSR ind: inducers of ER stress response in human glioma cells | Potency, µM, for the others: top-dose activation, most hits filed as activators | U87-MG GRP78 promoter luciferase reporter, 16 h | actives 0.02% (n = 420,000) | AID 602332; also: potency is read from the fitted curve at half-maximal effect; series mostly up to about 76 µM; % of control where 0% means no effect; nearly all actives have a fitted effect of over 35% in size
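Stably transfected U87-MG human glioma cells carrying a GRP78-based luminescent sensor were seeded at 1000 cells/well, pin-dosed with compounds and incubated 16 h. Luciferase reagent was then added, and end-point luminescence was read after 10 min at room temperature.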
LDHA inh: LDHA (human) enzyme inhibition | actives 0.15% (n = 480,000) | P00338 | activity change, % (values are at about 110 or 230 µM) | purified LDHA, NADH/diaphorase-resazurin fluorescence; stronger effect = lower value | AID 1347041; in the data active = activity change below about -30%; inconclusive = mostly about -25% to -30%;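 also: plate controls were DMSO wells for no effect and wells without enzyme for full effect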
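Resorufin fluorescence (ex540/em590), read at 0 and 20 min after diaphorase/resazurin addition, reports the NADH left after a 5 min room-temperature reaction of 2 nM human LDH5 with 0.06 mM NADH and 0.2 mM pyruvate.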
Vif-A3F inh: inhibitors of Vif-A3F interaction | HeLa A3F-eYFP + Vif (tagged APOBEC3F with the HIV-1 protein that degrades it), YFP fluorescence increase | Potency, µM (doses to about 46.1 µM), inactives show at the highest dose activity, negative = active | actives 0.2% (n = 390,000) | AID 602313; also: potency is read from the fitted curve at half-maximal effect; % of control where 0% means no effect; nearly all actives have a fitted effect of over 65% in size
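Fluorescence increase (Ex 488/Em 500-530) after overnight compound treatment at 37 deg C flags inhibition of Vif-driven A3F-eYFP loss in stable HeLa A3F-eYFP/Vif cells seeded overnight beforehand.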
* = called active by the depositor; ? = inconclusive; / = not tested or not shown; & = joins results of further samples; [ ] = another dose, or the depositor's remark. Unless noted, calls follow the shape of the dose curve; as a rule, active = well fitted curve in the direction sought with a large enough effect; inconclusive = small, poorly fitted or top-dose-only effect, or another doubt; inactive = no such curve, though single readings can be large; an effect the other way counts as inactive or inconclusive. Only part of the results is shown; count on the stated rates, not on these rows.

item	Compound	rTrxR1 inhibitor	RGS4 inhibitor	USP1-UAF1 inh	Vif-A3G inh	IDH1 R132H inh	TrxR1 substrate	Glioma ERSR ind	LDHA inh	Vif-A3F inh
1	Cc1cccn2c(CN(C)CC3CCCCO3)c(C(=O)N3CCCCC3)nc12 (stereo not given)	1%	-14%	-13%	-12%	4%	3%	-3%	-1	-1%
2	CC[C@]1(C(=O)OC)[C@H]2C(=O)N(C)C(=O)[C@H]2[C@H]2CN=C(SCc3ccc(C#N)cc3)N21	24%[2.29 µM]	13%	-5%	0%	3%[38.3 µM]	-2%	-4%	-7	3%
3	CN(C)Cc1c(O)ccc2occ(C(=O)c3ccccc3)c12	9%	-10%	-9%	1%	8%	6%	-1%	8	3%
4	CCCS(=O)(=O)N1CCN(c2ccccc2F)CC1	17%[57.1 µM]	-4%	-20%	2%	1%	4%[57.1 µM]	8%	-5	2%
5	CC(C)(C)c1ccc(NC(=O)c2cc[n+]([O-])cc2)cc1	7%	-16%	?	0%	0%	-5%	-2%	-7	-3%
6	O=C(COc1ccccc1C(=O)NCc1ccccn1)Nc1ccc(Br)cc1	15%	-16%	-20%	-7%	6%	0%[57.1 µM]	-4%	-12	-5%
7	CC1=NN(S(=O)(=O)c2ccc(Cl)cc2Cl)C(=O)c2ccccc2O1	5%	-11%	0%	-2%	-4%	-4%	-7%	-11	1%
8	O=C1CN(S(=O)(=O)c2ccc(F)cc2)CCN1	7%	23%	-1%	2%	-7%	-4%	-4%	-12	2%
9	Cc1cc(C)c(S(=O)(=O)N(C)c2ccccc2)c(C)c1	20%	8%	-18%	0%	30%	3%	-3%	4	-5%
10	CCN(CCNC(=O)Cn1cc2c(n1)CCCC2)c1ccccc1	4%[57.1 µM]	-15%	-9%	-3%	2%	8%[57.1 µM]	-3%	0	3%
11	O=C(CSc1nccc(-c2cccs2)n1)Nc1cccc(Cl)c1Cl	13%[57.1 µM]	-11%	-1%	-8%	1%	3%[57.1 µM]	-5%	-2	-15%
12	O=C(O)C1CCN(c2ccc(Cl)nn2)CC1	32%	3%	-13%	1%	-3%	?	2%	-8	2%
13	Cc1ccc(CCN2CC(C(=O)NCCCN3CCCCC3)CC2=O)cc1 (stereo not given)	13%[57.1 µM]	6%[56.9 µM]	0%	0%	3%	6%[57.1 µM]	0%	-3	-5%
14	CCCCC(CCCCl)C(=O)Nc1ccccc1 (stereo not given)	12%[57.1 µM]	9%	3%	1%	4%	-4%	-7%	-5	3%
15	COc1ccc2c(c1)c1c(c(=O)n(-c3cccc(C)c3)c(=O)n1CC(=O)NCCC1=CCCCC1)n2C	6%	-6%	-18%	-1%	0%	18%	0%	0	1%
16	C=CCN(Cc1nc(-c2ccccc2)no1)C(=O)c1ccoc1C	8%	-4%	-16%	-2%	7%	1%	-2%	-1	4%
17	CCN(CC)S(=O)(=O)c1cc(NS(=O)(=O)c2c(Cl)cccc2Cl)ccc1C	-10%	11%	-5%	2%	0%	-9%	-2%	1	3%
18	CCOc1ccc2sc(NS(=O)(=O)c3ccc(N)cc3)nc2c1	19%	-2%	-20%	-1%	3%	0%	-3%	-12	-7%
19	Cc1nc(C(=O)N(C)C)nn1-c1ccc(Cl)cc1Cl	16%	12%	2%	0%	4%	3%	-3%	-16	-3%
20	Cc1sc2nc(CSCC(=O)N(CCC#N)c3ccccc3F)[nH]c(=O)c2c1C	-13%	-8%	-19%	2%	9%	-2%	-1%	5	8%
21	O=C1CCCc2nc(N3CCCCC3)sc21	-13%[57.1 µM]	14%	-4%	0%	2%	-15%	0%	4	0%
22	CNC(=S)N(CCc1c(C)[nH]c2ccc(C)cc12)Cc1cccs1	9%	-17%	-10%	-7%	-7%	-2%	-4%	-1	-2%
23	COCC(C)n1c(SCC(=O)Nc2cc(C)on2)nc2ccccc2c1=O (stereo not given)	11%	-17%	-13%	-8%	2%	-6%	0%	-2	-18%
24	O=C(N/N=C1/CC2C=CCC12)c1ccco1 (stereo not given)	10%[57.1 µM]	?	-16%	3%	3%	-20%[57.1 µM]	2%	0	-7%
25	O=C(Nc1ccccc1C(=O)O)c1ccc(NC(=O)c2ccc(Br)o2)cc1	-2%	3%	-22%	2%	15%	-2%	-4%	-16	2%
26	OC[C@H]1O[C@H](OCc2ccccc2)[C@H](O[C@@H]2OC[C@@H](O)[C@H](O)[C@H]2O)[C@@H](O)[C@@H]1O	23%[57.1 µM]	2%	-8%	-2%	1%	11%[57.1 µM]	-5%	-1	-8%
27	O=C1CS/C(=N\N=C\c2ccccc2Cl)N1CC1CC1	39%[activator]	2%	0%	2%	-5%	3%	-2%	-3	9%
28	COc1cc(NC(=O)c2ccco2)c(C(=O)O)cc1OC	?	-2%	-10%	2%	3%	-4%	0%	-4	-19%
29	O=C(/C=C/c1ccc(Cl)cc1Cl)N1CCN(c2ccccc2[N+](=O)[O-])CC1	18%	2%	-16%	4%	6%	6%[57.1 µM]	-4%	-7	11%
30	O=C(O)c1ccccc1C(=O)Nc1ccc(-n2nccc2C(F)(F)F)cc1	19%	20%	-11%	0%	-5%	-1%	-1%	-1	2%
31	COc1ccccc1NC(=O)c1ccc2c(c1)C(=O)N(c1ccccc1OC)C2=O	5%[57.1 µM]	23%	-4%	4%	3%	2%[57.1 µM]	1%	-7	-2%
32	COc1ccccc1NC(=O)Cn1cnc2c(oc3nc4c(cc32)CCCC4)c1=O	30%	-5%[56.9 µM]	-20%	-3%	-4%	-1%	0%	-6	3%
33	COc1ccc(CCNC(=O)c2ccc(CS(=O)(=O)c3ccc(C)cc3)o2)cc1OC	13%&-12%	-6%&-20%	-17%&-1%	2%&3%	4%&19%	-1%&0%	-3%&-2%	0&-4	2%&0%
34	Cc1ccc(NC(=O)COC(=O)c2c[nH]c3ccccc23)cc1C	19%	2%	-23%	1%	-5%	5%	-3%	-7	15%
35	O=C(O)c1ccccc1Nc1ccc([N+](=O)[O-])cc1C(=O)O	-3%[57.1 µM]	21%	-10%	0%	-4%	-6%[57.1 µM]	-1%	-6	?
36	O=C(CN1CCN(Cc2ccccc2F)C1=O)NCc1cccnc1	10%	3%	-16%	2%	17%	2%	-3%	-6	-19%
37	CC1CCCN(C(=O)COC(=O)CNS(=O)(=O)c2ccc3ccccc3c2)C1 (stereo not given)	2%	2%	-4%	-1%	-8%	-9%	-3%	-4	?
38	CCCNC(=O)Cn1nc(-c2ccccc2OC)ccc1=O	/	/	-22%	1%	8%	/	-3%	-1	-8%
39	O=C(CN1CCCC1)Nc1ccc(-c2nc3cc(NC(=O)CN4CCCC4)ccc3o2)cc1	?	17%	-22%	-5%	-4%	241%[activator]	-8%	-2	-1%
40	Cn1c(=O)n(C)c2cc(N3CCOCC3)c(NC(=O)c3ccc(C(C)(C)C)cc3)cc21	13%	11%	-8%	3%	41%[activator]	7%	-4%	16	1%
41	COc1ccccc1NC(=O)Nc1sccc1-c1nc2ccccc2s1	-29%	?	-22%	-9%	24%	1%	0%	2	-5%

Part of the list above, with two lines to a compound.
The line under a structure holds: rTrxR1 inhibitor, RGS4 inhibitor, USP1-UAF1 inh, Vif-A3G inh, IDH1 R132H inh, TrxR1 substrate, Glioma ERSR ind, LDHA inh, Vif-A3F inh
35. O=C(O)c1ccccc1Nc1ccc([N+](=O)[O-])cc1C(=O)O
→ -3%[57.1 µM], 21%, -10%, 0%, -4%, -6%[57.1 µM], -1%, -6, ?
33. COc1ccc(CCNC(=O)c2ccc(CS(=O)(=O)c3ccc(C)cc3)o2)cc1OC
→ 13%&-12%, -6%&-20%, -17%&-1%, 2%&3%, 4%&19%, -1%&0%, -3%&-2%, 0&-4, 2%&0%
31. COc1ccccc1NC(=O)c1ccc2c(c1)C(=O)N(c1ccccc1OC)C2=O
→ 5%[57.1 µM], 23%, -4%, 4%, 3%, 2%[57.1 µM], 1%, -7, -2%
32. COc1ccccc1NC(=O)Cn1cnc2c(oc3nc4c(cc32)CCCC4)c1=O
→ 30%, -5%[56.9 µM], -20%, -3%, -4%, -1%, 0%, -6, 3%
34. Cc1ccc(NC(=O)COC(=O)c2c[nH]c3ccccc23)cc1C
→ 19%, 2%, -23%, 1%, -5%, 5%, -3%, -7, 15%
